Bioassay records from PubChem.
BRCA1 expr act: qHTS Assay to Identify Small Molecule Activators of BRCA1 Expression. Potency, µM (series often up to 46.1 µM), for inactives: top-dose activation, usual class: activators. MCF7-BRCA1-FFLuc reporter, luminescence, 48 h; response scale: scaled: vehicle 0%, 10 µM genistein 100%. hit rate 1.1% among 380,000; active = well fitted activation curve with a large enough effect; also: nearly all actives have a fitted effect of over 80% in size; some results filed as inactive show a strong effect at the top dose
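Activators of BRCA1 expression were detected as increased firefly luciferase luminescence in engineered MCF7 cells after 48 h compound incubation. Signals were scaled to genistein 10 microM as full activation.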
* hit, by the source's call; [ ] = another dose, or the depositor's remark. Potency is read from the fitted curve at half-maximal effect. Not all compounds are listed (hit frequency here may not be typical).

SMILES | BRCA1 expr act
COc1cccc(CCc2nc3ccccc3c(=O)n2N)c1 | 84.5%
COCCN(CCOC)Cc1cc(=O)oc2cc(C)cc(C)c12 | 15.1%
C[C@@H]1CN([C@H](C)CO)C(=O)CCCn2nncc2CO[C@H]1CN(C)Cc1ccc(C(F)(F)F)cc1 | -4.9%
COc1ccc(C(=O)N/C(=C\c2ccc(Cl)cc2)C(=O)NCCN2CCOCC2)cc1 | 0.4%
COc1ccccc1N1CCN(C(=O)[C@@H]2CCCN2C2=NS(=O)(=O)c3ccccc32)CC1 | 7.7%
CC(C)(C)c1ccccc1NC(=O)Nc1nc(C(N)c2ccccc2)cs1 (stereo unspecified) | 2.9%
Cc1ccc(NC(=O)c2ccco2)cc1 | 7.94µM*
COc1cc(OC)cc(C(=O)NCC(C)NC(=O)c2cc(OC)cc(OC)c2)c1 (stereo unspecified) | -4.6%
CCCCCCN1C[C@@H](O)[C@H](n2cc(COC(=O)c3ccccc3)nn2)C[C@@H]1c1ccc(C)cc1 | 5.3%
Cc1ccc(NC(=O)c2ncn(CCCNCCCc3ccccc3)n2)cc1C | -53.9%
O=C(NCc1nnnn1-c1ccc(F)cc1)c1ccc2ccccc2c1 | 0.0%
O=C(CNC(=O)c1ccccc1)OCC(=O)c1ccc2ccccc2c1 | 3.6%
CCc1cc(C(=O)/C=C/c2cc3c(cc2C)OCCO3)c(O)cc1O | 7.9%
COc1cc(NC(=O)CSc2nnc3ccccn23)cc(OC)c1OC | 0.7%
COc1cc(NC(=O)c2ccc(-c3ccc(F)c(F)c3)c3ccoc23)cc(OC)c1OC | 5.6%
COc1ccc(CC(N)c2csc(Nc3cc(NCc4ccco4)ncn3)n2)cc1 (stereo unspecified) | -1.0%
COc1ccccc1Cc1c(-c2ccc(OC)c(OC)c2)nc2ccc(C)cn12 | -7.6%
CC(=O)c1cccc(-c2cnc3c(NC=O)cc(-c4ccc(N(C)C)cc4)cn23)c1 | -9.7%
Cc1ccc(F)cc1C(=O)N1CCCCC1c1cc(C(=O)NCc2ccccc2)no1 (stereo unspecified) | -5.4%
Cc1ccc2nc(N3CCN(C(=O)c4ccccc4F)CC3)c(C#N)cc2c1 | -26.4%
CCN(CC)C1CCN(C(=O)c2ccc(OC3CCN(C(=O)CCOC)CC3)cc2)C1 (stereo unspecified) | -2.2%
COc1ccc(N=Cc2ccccc2O)cc1 | -2.1%
CCOc1ccc(CCN2C(=S)N([C@@H](Cc3ccc(O)cc3)CN3CCC[C@@H]3CN3C(=S)NC[C@@H]3CC(C)C)C[C@@H]2Cc2ccc(O)cc2)cc1 | -41.0%
CC(=O)c1cccc(-c2ccnc3c2CC(C(=O)NCc2ccccc2)O3)c1 (stereo unspecified) | -47.1%
C[C@@H]1CN([C@H](C)CO)S(=O)(=O)c2ccc(Br)cc2O[C@H]1CN(C)C(=O)Nc1ccccc1 | 0.0%

(more compounds)
SMILES | BRCA1 expr act
O=c1[nH]cncc1OCc1ccccc1 | 5.6%
O=CNc1cc(-c2ccccc2Oc2ccccc2)cn2c(-c3ccc(F)cc3)cnc12 | -45.5%
CC(NS(=O)(=O)c1ccc(Br)cc1F)[C@H](O)c1ccccc1 (stereo partly specified) | -6.2%
C[C@@H]1CN([C@@H](C)CO)C(=O)CCCn2nncc2CO[C@H]1CN(C)S(=O)(=O)c1cccc(F)c1 | 4.2%
C[C@H]1CCC[C@@]2(O[C@H](CCO)C[C@@H](O)[C@@H]2O)O1 | 6.7%
Cn1ccc2c(N3CCCC3)cc3c(c21)C1CCC3C1 (stereo unspecified) | -51.2%
Cc1ccccc1OCC(O)COc1ccccc1C | 34.0%
CCc1nc2c(OCc3ccc(C(=O)OC)cc3)cccn2c1N(C)C(=O)CC(C)C | -7.4%
O=c1onc(-c2ccccc2)n1Cc1ccc([N+](=O)[O-])cc1 | -1.4%
COc1ccc(S(=O)(=O)N(C)C[C@@H]2OCCCC[C@@H](C)Oc3ccc(NC(=O)NC(C)C)cc3C(=O)N([C@H](C)CO)C[C@@H]2C)cc1 | 0.0%
COc1ccc(CC(N)c2csc(NC(=O)Nc3ccc(F)cc3)n2)cc1 (stereo unspecified) | -15.5%
COc1ccc(NC(=O)CCC(=O)c2ccc(F)cc2)cc1 | -5.0%
CCn1cc(/C=C(\NC(=O)c2ccccc2)C(=O)NCCCn2ccnc2)c2ccccc21 | -13.5%
Cn1cnc2c(cnn2C)c1=N | -8.0%
CC(=O)Nc1cccc2c1Cc1cc([N+](=O)[O-])ccc1-2 | 15.8%
COc1cccc(CNC(=S)Nc2ccc3c(c2)c(=O)n(C)n3Cc2csc(C)n2)c1 | -1.5%
COCCNC(=O)C1(C)CCN(C(=O)c2ccc3ccccc3n2)C1 (stereo unspecified) | 3.4%
CCN1C(=O)CSC1=Nc1ccc(C(=O)OC)cc1 | -6.9%
CCOC(=O)N1Cc2cc3ccccc3nc2C1 | 35.1%
CC1=C(C(=O)N2CCCCCC2)CC(CC(=O)NCc2cccs2)C(=O)N1Cc1ccccc1 (stereo unspecified) | 1.2%
COc1cc2c(NC3CCN(C)CC3)nc(N3CCCCC3)nc2cc1OCCCN(C)C | -68.9%
NC(Cc1ccccc1)c1csc(Nc2nccc(C(F)(F)F)n2)n1 (stereo unspecified) | -32.3%
CNC(=O)C1Cc2c(-c3ccc(Cl)cc3)ccnc2O1 (stereo unspecified) | 10.7%
Cc1ccc(NC(=S)NNC(=S)Nc2ccc(C)cc2)cc1 | -63.2%
CC(C)C[C@@H](CN1CCC[C@@H]1CN1C(=O)C(=O)NC[C@@H]1Cc1ccc(O)cc1)N1C[C@H](Cc2ccc(O)cc2)N(CC2CCCCCC2)C(=O)C1=O | -3.5%

Next entries
SMILES | BRCA1 expr act
CN(CCO)c1cccc2c1S(=O)(=O)N[C@H](Cc1ccccc1)CO2 | 6.7%
CSc1ncnc2c1ncn2CCCNC1CCN(Cc2ccccc2)CC1 | -4.4%
CCN(CC)c1nc(NN)nc(Nc2ccc(C)c(Cl)c2)n1 | -32.7%
CNc1cncc(-c2ccc(CN(C)C)cc2)n1 | 100.3%
C#CCN(C[C@@H]1[C@@H](OC(=O)NCC2CCCCC2)[C@@H](OC(=O)NCC2CCCCC2)CN(C(=O)OC(C)C)N1C(=O)OC(C)C)S(=O)(=O)c1ccc(C)cc1 | -3.3%
Nc1ncc(-c2ccc(F)cc2)nc1N1CCN(CCO)CC1 | 19.4%
O=C(O)C(C1CCCCC1)C1(O)CCCC1 (stereo unspecified) | 10.0%
CC(C)C1C(=O)N(Cc2cn(CCC3OCCO3)nn2)CCS(=O)(=O)N1Cc1ccc(-c2ccccc2)cc1 (stereo unspecified) | -37.7%
C=CCn1c(=O)/c(=C/c2ccsc2)s/c1=C(\C#N)C(=O)NCCN1CCOCC1 | -5.0%
O=[N+]([O-])c1ccccc1S(=O)(=O)N1CCN(c2nc(-c3cccs3)nc3ccccc23)CC1 | 0.0%
CCOC(=O)C1(NC(=O)CN2C(=O)c3ccccc3C2=O)CCCC1 | 8.1%
CC1(C(=O)NS(=O)(=O)c2cccc(Cl)c2)CCN1C(=O)C1(c2ccc(Cl)cc2)CCC1 (stereo unspecified) | 0.0%
COc1ccc(Cc2c(-c3ccc(OC)c(OC)c3)nc3ccc(C)cn23)c(C)c1 | -23.7%
CCOC(=O)C(C#N)=CN1CCNc2ccccc21 | 5.4%
CC1(c2nnnn2Cc2ccccc2)CCC(=O)N1Cc1cccs1 (stereo unspecified) | 0.2%
COC(=O)C1Cc2c([nH]c3ccccc23)C2CCC(=O)N12 (stereo unspecified) | -0.8%
N/C(=N\C(=S)Nc1ccc2c(c1)OCO2)c1ccccc1 | 4.47µM*
COc1ccc(-n2cnc3c(N)nc(N)nc32)cc1 | -13.9%
C[C@H](CO)N1C[C@H](C)[C@H](CN(C)S(=O)(=O)c2ccc3c(c2)OCCCO3)OCc2cnnn2CCCC1=O | 9.1%
COc1cccc(Cn2cnc(-c3ccccc3OC)c2-c2ccco2)c1 | -7.3%
COc1ccc(-c2oc3cc(O)c(OC)c(O)c3c(=O)c2OC)cc1O | -102.0%
OC[C@@H]1CN(CCN2CCOCC2)C[C@H](n2cnc3c(N4CCCC4)ncnc32)O1 | 1.6%
Cn1ncc2c(=S)[nH]c(=S)[nH]c21 | 14.4%
COc1cc2nc(NC3CCN(C)CC3)nc(N3CCCN(C)CC3)c2cc1OC | -26.1%
COCCn1c(=NC(=O)CCS(=O)(=O)c2ccccc2)sc2ccccc21 | -17.9%

Fetched by compound from above:
SMILES | BRCA1 expr act
COc1ccc(-c2oc3cc(O)c(OC)c(O)c3c(=O)c2OC)cc1O | -102.0%
C=CCn1c(=O)/c(=C/c2ccsc2)s/c1=C(\C#N)C(=O)NCCN1CCOCC1 | -5.0%
CC1(C(=O)NS(=O)(=O)c2cccc(Cl)c2)CCN1C(=O)C1(c2ccc(Cl)cc2)CCC1 (stereo unspecified) | 0.0%
COCCn1c(=NC(=O)CCS(=O)(=O)c2ccccc2)sc2ccccc21 | -17.9%
COc1ccc(Cc2c(-c3ccc(OC)c(OC)c3)nc3ccc(C)cn23)c(C)c1 | -23.7%

Remaining list, next part:
SMILES | BRCA1 expr act
CCc1nc2c(OCCOc3ccc(F)cc3)cccn2c1N(C=O)Cc1ccc(OC)cc1 | 0.0%
COc1ccc(CNC(=O)c2ccc(-c3cccnc3)c3ccoc23)cc1OC | -36.4%
OCC[C@@H]1C[C@H](O)[C@@H](O)[C@@]2(OCCc3cc(Cl)ccc32)O1 | 6.6%
CNC(=O)OCc1snc(-c2ccccc2)c1COC(=O)NC | -2.2%
CCc1nc2c(OCc3ccc(C#N)cc3)cccn2c1N(C)C(=O)C(C)C | -19.1%
O=C(c1ccc(F)cc1)C1CCN(C(=O)c2ccc(Cl)cc2)CC1 | -19.1%
COc1cccc(C(O)c2nc(-c3cccc(C#N)c3)cs2)c1 (stereo unspecified) | -3.4%
CNc1cccc(-c2cccc(O)c2)n1 | 10µM*
N#Cc1cc2ccncc2c2ccccc12 | 72.1%
O=[N+]([O-])c1cccc(COc2cccc(CN3CCCCC3)c2)c1 | 7.0%
CC1(C(=O)NCc2cccc(Cl)c2)Cc2c(-c3ccccc3)ccnc2O1 (stereo unspecified) | 4.9%
CC1=C(C(=O)N(C)C)CC(CC(=O)NCCCCc2ccccc2)C(=O)N1Cc1ccc(C(C)(C)C)cc1 (stereo unspecified) | -16.8%
O=C(/C=C/c1ccc(C(F)(F)F)cc1)OC(C(=O)NC1CC1)c1ccccc1 (stereo unspecified) | -2.8%
Cc1ccc(S(=O)(=O)N2[C@H](c3ccccc3)CC(=O)[C@@H]3CN(S(=O)(=O)c4ccccc4C)[C@H](c4ccccc4)C[C@@H]32)cc1 | -7.9%
O=S1(=O)CCOC[C@H](Cc2ccccc2)N1Cc1cccc(F)c1 | -24.1%
CC1(C(=O)NS(=O)(=O)c2ccc(C#N)cc2)CCN1C(=O)CC1CCCCC1 (stereo unspecified) | 5.0%
N#CC(C#N)c1ccnc2ccccc12 | 2.1%
Cc1ccc(S(=O)(=O)NC(=O)C2(C)CCN2C(=O)C2(c3ccc(Cl)cc3)CC2)cc1 (stereo unspecified) | 37.7%
O=c1[nH][nH]c(=O)c2c1[nH]c(=S)n2Cc1ccccc1 | -8.3%
CC(C)C[C@@H](CN1CCC[C@@H]1CN1C(=S)NC[C@@H]1Cc1ccc(O)cc1)N1C[C@H](Cc2ccccc2)N(CCc2ccccc2)C1=S | -37.8%
CCN(CC)CCNC(=O)C(=O)NCC1OCCN1S(=O)(=O)c1cccs1 (stereo unspecified) | -1.4%
CC(=O)NCC1(c2ccccc2)CCN(CC2COc3ccccc3O2)CC1 (stereo unspecified) | 12.8%
O=[N+]([O-])c1ccc(Nc2cccc3c2[nH]c2c(-c4ccccc4)nccc23)c([N+](=O)[O-])c1 | -13.5%
COc1cc(-c2cnc3c(NC(C)=O)cc(-c4cccc(C(=O)NCCO)c4)cn23)cc(OC)c1OC | -25.8%
O=C(c1ccco1)N1CCN(C(=O)c2ccc(Br)o2)CC1 | 16.4%

(next part)
SMILES | BRCA1 expr act
CCCNC(=O)C1(C)CCCN(C(=O)c2ccc(C)c(F)c2)C1 (stereo unspecified) | 0.0%
CC(C)C1OC(CCc2ccccc2)Cc2[nH][nH]c(=O)c21 (stereo unspecified) | 35.8%
Clc1ccc2nc(-c3ccco3)c(Cc3ccsc3)n2c1 | 5.9%
O=[N+]([O-])c1ccccc1C(=Nc1ccccc1)c1c(O)cc(O)cc1O | 4.1%
O=C(NN=Cc1c(O)ccc2ccccc12)C1CC1 | -89.1%[inhibitor]
O=C(Oc1nsnc1N1CCOCC1)N1CCCC1 | -1.8%
NC(=O)C1CCN(C(=O)c2ccc(NS(=O)(=O)/C=C/c3ccccc3)cc2)CC1 | 9.1%
CC(C)OCCCNC(=S)N1CCC(C(=O)c2ccc(F)cc2)CC1 | -1.3%
CCOCCC(=O)Nc1ccc2c(c1)c(=O)n(C)n2C/C=C/c1ccccc1 | -48.3%
COC(=O)[C@@]1(Sc2ccc(C)cc2)CC(=O)N(c2ccccc2)[C@@H]1c1ccccc1 | -22.6%
CC1(C)OC2OC(C3COC(=O)O3)C(OC(=O)c3ccccc3)C2O1 (stereo unspecified) | 14.0%
OCC[C@@H]1C[C@H](O)[C@@H](O)[C@@]2(OCc3ccc4ccccc4c32)O1 | 10.9%
COCCNC(=O)C1CCCN(C(=O)c2csc3ccccc23)CC1 (stereo unspecified) | 4.2%
O=C(O)c1ccc(C=NN2CCCCCC2)cc1 | 104.4%

Among those listed so far, seven contain a furan ring, fused or not.
SMILES | BRCA1 expr act
Cc1ccc(NC(=O)c2ccco2)cc1 | 7.94µM*
COc1cc(NC(=O)c2ccc(-c3ccc(F)c(F)c3)c3ccoc23)cc(OC)c1OC | 5.6%
COc1ccc(CC(N)c2csc(Nc3cc(NCc4ccco4)ncn3)n2)cc1 (stereo unspecified) | -1.0%
COc1cccc(Cn2cnc(-c3ccccc3OC)c2-c2ccco2)c1 | -7.3%
COc1ccc(CNC(=O)c2ccc(-c3cccnc3)c3ccoc23)cc1OC | -36.4%
O=C(c1ccco1)N1CCN(C(=O)c2ccc(Br)o2)CC1 | 16.4%
Clc1ccc2nc(-c3ccco3)c(Cc3ccsc3)n2c1 | 5.9%
